# Screening results from PubChem.
# TcdB inh – TcdB glycohydrolase inhibitors, primary screen, biochemical, single point, plate reader | actives 0.24% (n = 350,000) | Toxin B (Clostridioides difficile), P18177 | inhibition, % at 9.99 µM | TcdB glycohydrolase enzymatic assay; in the data active means inhibition above about 10%
# Yp Topo-I inh – Yersinia pestis topoisomerase I inhibitors, primary screen, biochemical, cleavage product accumulation, plate reader, single point; AID 504884, 2011; actives 0.064% (n = 360,000); DNA topoisomerase I (Yersinia pestis CO92); activity, % at 10 µM; Y. pestis Topo-I cleavage product accumulation; in the data active means activity above about 50%, passing the limit was not always enough; inconclusive means no clear call, values can overlap the other calls; further: inactives centre near 2
# BoNT-A LC inh2 – BoNT/A light chain protease inhibitors, primary screen, biochemical, flow cytometry, MLPCN library. Botulinum neurotoxin type A light chain protease (Clostridium botulinum A str. ATCC 3502). inhibition, % at 10 µM. actives 0.17% (n = 360,000). multiplex microsphere protease substrate cleavage; further: plate controls were buffer without enzyme for full effect and enzyme alone for no effect
# Anthrax LF inh2 – Bacillus anthracis LF protease inhibitors, primary screen, biochemical, multiplex microsphere, MLPCN library. Lethal factor (Bacillus anthracis), P15917. multiplex microsphere protease cleavage assay. inhibition, % at 10 µM. actives 0.12% (n = 360,000); further: plate controls were buffer without enzyme for full effect and enzyme alone for no effect
# Target sequence (P15917 whole entry, looked up): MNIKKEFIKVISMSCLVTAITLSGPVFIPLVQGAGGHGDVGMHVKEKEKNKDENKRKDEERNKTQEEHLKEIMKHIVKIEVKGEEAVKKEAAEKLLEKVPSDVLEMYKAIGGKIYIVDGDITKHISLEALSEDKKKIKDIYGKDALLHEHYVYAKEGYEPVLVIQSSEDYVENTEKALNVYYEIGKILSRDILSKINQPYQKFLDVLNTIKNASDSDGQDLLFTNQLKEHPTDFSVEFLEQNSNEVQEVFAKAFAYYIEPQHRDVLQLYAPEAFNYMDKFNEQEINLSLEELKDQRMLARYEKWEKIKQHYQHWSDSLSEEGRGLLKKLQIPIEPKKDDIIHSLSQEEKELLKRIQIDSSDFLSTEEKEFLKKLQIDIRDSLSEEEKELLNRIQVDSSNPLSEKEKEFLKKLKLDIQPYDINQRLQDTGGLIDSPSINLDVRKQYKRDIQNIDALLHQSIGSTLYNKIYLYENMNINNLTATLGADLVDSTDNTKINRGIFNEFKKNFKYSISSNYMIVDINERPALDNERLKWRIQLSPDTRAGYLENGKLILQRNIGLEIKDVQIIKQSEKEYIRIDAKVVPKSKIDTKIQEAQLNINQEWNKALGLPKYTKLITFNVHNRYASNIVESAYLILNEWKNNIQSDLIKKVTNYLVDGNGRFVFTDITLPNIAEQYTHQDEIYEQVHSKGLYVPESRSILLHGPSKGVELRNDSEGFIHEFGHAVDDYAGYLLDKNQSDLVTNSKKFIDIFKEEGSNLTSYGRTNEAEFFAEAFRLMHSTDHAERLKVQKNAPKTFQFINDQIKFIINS
# PfHsp40 rescue – rescue of yeast from PfHsp40 toxicity, primary screen, S. cerevisiae, ATP luminescence | S. cerevisiae expressing PfHsp40, growth rescue | actives 0.68% (n = 340,000) | growth rescue, % at 12.5 µM; in the data active means growth rescue above about 28%, passing the limit was not always enough; inconclusive means no clear call, values can overlap the other calls;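 further: yeast W303a lacking pdr1 and pdr3 grown in galactose medium; growth measured after three days at 30 °C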
# PrPC TRFRET – inhibitors of human cell surface prion protein PrPC, primary screen, cell-based, TR-FRET; AID 720596, 2013; actives 0.43% (n = 370,000); TR-FRET read-out; inhibition, % at 13.8 µM; in the data active means inhibition above about 24%; further: 0% = median of the test wells and 100% = reference compound wells
# BoNT F protease – BoNT/F light chain protease inhibitors, primary screen, biochemical, flow cytometry, MLPCN library | Botulinum neurotoxin type F light chain protease (Clostridium botulinum) | actives 0.22% (n = 360,000) | Multiplex microsphere protease cleavage assay | inhibition, % at 10 µM; in the data active means inhibition above about 35%, passing the limit was not always enough; inconclusive means no clear call, values can overlap the other calls; further: plate controls were buffer without enzyme for full effect and enzyme alone for no effect
# CCHFV vOTU inh – CCHFV vOTU protease inhibitors, primary screen, biochemical, Pep-AMC substrate, fluorescence; Crimean-Congo hemorrhagic fever virus L polyprotein viral ovarian tumor (vOTU) protease …; inhibition, % at 11.5 µM; actives 0.55% (n = 370,000); in the data active means inhibition above about 30%; further: 0% = vehicle wells with enzyme and 100% = no enzyme wells
# FadD28 binding – inhibitors of FadD28 bisubstrate probe binding, primary screen, biochemical, fluorescence polarization, single point | inhibition, % at 12.5 µM | actives 0.22% (n = 360,000); in the data active means inhibition above about 8.5%, passing the limit was not always enough; inconclusive means no clear call, values can overlap the other calls
# Starred values were filed as active, the others as inactive; ? = inconclusive; · = not tested or not shown; & = joins results of further samples. Unless noted, no stated cut-off is given here; in the data, active means inhibition above about 30%; inconclusive means no clear call, values can overlap the other calls; inactive means below that.
SMILES,TcdB inh,Yp Topo-I inh,BoNT-A LC inh2,Anthrax LF inh2,PfHsp40 rescue,PrPC TRFRET,BoNT F protease,CCHFV vOTU inh,FadD28 binding
COCCSc1nnc(NC(=O)C2CCCO2)s1 (stereo not given),·,5,-8.8,-8,-1.0,0,-18,1,-2.5
CC1(C)Cc2c(sc(NC(=O)c3ccccc3)c2C(=O)O)CO1,8.1,1,-1.2,-1,-0.5,-1,-5,0,-1.7
S=c1nc(-c2ccccc2)[nH]c2ccc(Br)cc12,0.4,3,?,2,-1.9,10,?,-5,-1.6
CC(C)OCC(O)CN1CCC(Cc2ccccc2)CC1 (stereo not given),0.4,2,1.9,2,-0.4,2,2,-8,-3.1
O=C(Nc1nnc(Cc2ccc(Cl)cc2)s1)c1ccco1,·,5,-0.3,-7,-1.4,2,-2,-8,-1.3
CCOC(=O)C1=CN(Cc2cccc(F)c2)S(=O)(=O)N(CC)C1c1ccccc1 (stereo not given),0.8,1,-0.1,-1,0.7,4,-2,7,-1.0
CCN1C(=O)c2cccc3c(S(=O)(=O)N(C(=O)c4ccncc4)c4ccc(OC)cc4)ccc1c23,0.6,21,0.3,0,-1.6,-1,-6,-4,-3.6
Cc1ccccc1S(=O)(=O)N1CCN(C)CC1,1.6,3,2.8,-4,1.7,-2,?,-2,-1.9
Cn1c(O)c(C=NCCN2CCNCC2)c(=O)[nH]c1=O,5.5,2,-0.9,-2,·,0,4,2,1.0
COc1cc2c(cc1OC)C(=O)N1[C@H]3c4cc(Cl)ccc4OC[C@@H]3[C@H](c3ccccc3)[C@]1(C)C(=O)N2,2.4,25,-0.2,6,0.0,18,-2,-3,-4.6
Cc1occc1C(=O)Nc1c(Cl)cccc1Cl,1.1,3,0.0,-6,-1.9,-3,4,14,-4.0
CCC(C)/C(C)=N/NC(=O)c1cn(-c2ccccc2)nc1-c1ccccc1 (stereo not given),·,0,0.4,-3,1.7,3,-5,13,-2.1
Cc1ccccc1NC(=O)COC(=O)CN1C(=O)NC(C)(C)C1=O,·,-3,-0.1,-2,0.1,0,-5,2,-2.0
O=C(CCCCCn1c(=S)[nH]c2ccccc2c1=O)N1CCC2(CC1)OCCO2,·,-1,2.7,1,-0.6,-2,8,11,-1.3
CCn1c(=S)[nH]c2cc(S(=O)(=O)N3CCCCC3)ccc21,-0.6,-2,-0.4,-3,-0.2,7,-8,-13,-1.2
O=C(O)C(Cc1ccccc1)NC(=O)C(Cc1ccccc1)NC(=O)C12CC3CC(CC(C3)C1)C2 (stereo not given),-1.8,8,0.1,-10,·,5,-7,5,-2.2
Cc1ccc(S(=O)(=O)N2C[C@H]3C(=O)C[C@@H](c4ccccc4F)N(S(=O)(=O)c4ccc(C)cc4)[C@H]3C[C@H]2c2ccccc2F)cc1,1.9,·,-0.2,-9,·,4,4,16,-1.8
CCc1nnc(NC(=O)CSc2nnc(C)c(=O)n2N)s1,0.7,-9,-3.2,0,-0.1,5,-6,-7,-4.7
COc1ccc(S(=O)(=O)N/N=C(/C)c2ccco2)cc1,-1.1,4,1.2,-2,-0.3,1,5,-8,-2.1
Cc1ccc(CNC(=O)N[C@@H](Cc2ccccc2)C(=O)O)cc1,0.4,-4,0.3,-4,0.2,2,1,14,-2.0
O=S(=O)(c1ccc(-c2csc(-c3cccnc3)n2)cc1)N1CCCC1,·,6,-0.1,-8,2.8,1,2,-2,-1.0
Cc1ccc(NC(=S)N/N=C/c2c(Cl)cccc2Cl)c(C)c1,0.9,8,-0.6,-2,1.4,17,1,4,-3.5
CC(C)(C)OC(=O)N1CC2(CCCCC2)CC1Cc1ccc(C(F)(F)F)cc1 (stereo not given),-3.5,31,-0.3,-12,·,8,-7,3,-1.8
OCC[N+]12CCC(CC1)C(C(O)(c1ccccc1)c1ccccc1)C2 (stereo not given),0.0,-5,-0.4,-11,-1.2,-3,2,-14,-0.1
CCOC(=O)C(=CNc1cc(OC)ccc1-n1cccc1)C(=O)OCC,0.7,4,-3.8,-7,4.7,2,?,-2,-4.4
O=c1cc(O)c2c(=O)n(C3CCCCC3)c3ccccc3c2o1,·,-7,0.1,2,-0.3,3,2,-2,0.0
O=C(COC(=O)C1CC1)NCc1ccccc1Cl,·,-4,-0.1,1,-0.7,10,-5,2,-1.0
CCC1(c2ccccc2)NC(=O)N(CC(=O)Nc2ccc(N3CCCC3)cc2C)C1=O (stereo not given),2.2,6,-24,-7,0.3,4,-35,-1,-0.9
O=C(NCCc1ccccc1)c1cccc2c(-c3cccnc3)coc12,1.0,32,0.1,-6,·,1,-2,2,-3.9
COC(=O)c1sc(S(=O)(=O)N2CCC(C(N)=O)CC2)c(C(=O)OC)c1C,·,-2,0.7,4,-1.0,3,?,8,-3.4
O=C(NCC(=O)N1CCCCC1)c1ccc2ccccc2c1,2.9,1,0.0,-1,0.2,-3,1,2,-1.9
O=C(Cc1ccccc1)c1c[nH]c(C(=O)NC2CCCC2)c1,0.6,-12,-1.1,-9,-0.5,7,0,-7,-1.4
CN(CC(=O)Nc1c(F)cccc1F)Cc1cccs1,0.3,5,1.1,-1,-0.3,7,-2,9,·
Cn1c(=O)[nH]c(=O)c2c1nc(N1CCCCCC1)n2CCSc1nc2ccccc2[nH]1,·,10,1.5,-5,0.7,9,1,6,0.0
COCCN1C(=O)NC(=O)/C(=C\c2ccc(F)cc2)C1=O,-0.1,0,-0.9,-10,0.9,-7,-5,-2,-1.3
COC(=O)CSC1=C(C#N)C(c2cccc(OC)c2)CC(=O)N1 (stereo not given),-6.0,6,-0.4,-9,-0.6,10,-4,19,-3.3
COCCN(CC(=O)NC1CCCCC1)C(=O)CCCC(=O)Nc1ccccn1,0.2,-1,-0.8,0,-0.5,-4,-3,-5,-1.0
CS(=O)(=O)N(CC(=O)N1CCOCC1)c1ccc(Cl)cc1,0.7,0,-1.1,-13,-1.2,-6,-12,2,-0.8
NS(=O)(=O)c1ccc(NCc2cc(Cl)ccc2OCc2ccccc2F)cc1,·,36,0.2,-1,?,10,0,8,-3.7
CCCCCN(C(=O)NC(=O)Nc1ccccc1C)S(=O)(=O)c1ccccc1,0.0,12,0.3,-2,0.8,6,-3,-9,-1.0
COCCNC(=O)C1(C)CCCN(C(=O)c2cc(C)oc2C)C1 (stereo not given),-0.3,4,-0.5,-7,·,-4,6,4,0.0
COc1ccc(S(=O)(=O)N2CCCCCC2)cc1NC(=O)c1ccccc1F,-2.0,-8,-2.2,-5,-1.6,-5,-2,0,-0.4
CN(C)c1ccc(C=NN2CCCCCC2)cc1,-3.0,0,-0.1,-11,-0.2,10,1,2,-3.8
CC(C)OC(=O)CN1CCN(c2ccc(Cl)cc2)CC1,1.1,5,0.4,2,-2.1,8,-1,10,-0.4
C[C@H]1CN([C@@H](C)CO)C(=O)CCCn2nncc2CO[C@@H]1CN(C)Cc1cccc2c1OCCCO2,1.2&-0.2,-5,0.1,-2,·,5,-10,2,-0.7
Cc1ccc(Cl)cc1OCC(=O)NCCOC(=O)Nc1sc(=S)n(C)c1C,·,0,-1.2,-4,-1.1,-3,-8,2,0.3
COC(=O)c1cn(-c2ccccc2)nc1-c1ccncc1,·,2,-1.0,2,-1.0,-3,-8,6,-2.6
OCCCCNCc1ccc(OCc2ccccc2)cc1,·,2,-0.5,-2,-0.6,-3,-6,4,0.3
CC(SC1CCCC1)C(=O)NC(C)(C#N)C(C)C (stereo not given),·,3,0.5,-2,0.1,2,2,-4,-2.6
CC1(C)CC(NS(=O)(=O)c2ccc3ccccc3c2)CC(C)(C)N1,1.8,-9,-1.7,-3,-1.0,-3,-6,9,-2.5
COc1ccc(-c2nc(CS(=O)(=O)CC(=O)NCc3ccc(F)cc3)c(C)o2)cc1,0.1,-1,0.9,1,-0.9,-3,1,10,-3.5
Cc1cn([C@H]2C[C@H](O)[C@@H](CCC(=O)NCC3CCCO3)O2)c(=O)[nH]c1=O (stereo not given in full),1.1,·,-1.0,-1,·,0,-13,-2,0.7
CCCCC(=O)Nc1nnnn1CCC,0.5,2,0.3,-1,0.5,3,-2,-5,1.9
O=C(O)[C@H]1CCCN1C(=O)c1ccccc1N1C(=O)[C@@H]2Cc3c([nH]c4ccccc34)C(c3cccc(Cl)c3)N2C1=O (stereo not given in full),-0.1,18,-0.7,-5,2.4,1,-2,7,-10
COCOCCn1cc(CN2CCS(=O)(=O)N(Cc3ccc(-c4ccc(OC)cc4)cc3)C(C(C)C)C2=O)nn1 (stereo not given),1.7,15,-0.1,5,·,2,-2,13,-1.6
COCCNC(=O)C1(C)CCCN(CCC(=O)c2ccc(Br)cc2)C1 (stereo not given),0.5,-2,-0.3,-3,·,-5,0,-7,0.0
CC[n+]1c(/C=C/Nc2ccccc2)sc2ccccc21,·,8,16,23,-0.6,-7,34,16,-2.0
CCOc1cc(/C=N/NC(=O)c2ccc(CSc3nncn3C)cc2)ccc1OCC(=O)N1CCOCC1,1.0,-10,0.0,-1,0.2,-1,-2,3,-5.4
COc1cc(C(C)=O)cc(OC)c1O,-1.3,2,-1.2,-6,6.4,-9,-13,4,1.6
CCCNC(=O)C(Cc1ccc(OC)cc1)NC(=O)c1ccc(C#N)cc1 (stereo not given),-1.0,4,1.2,-5,-0.6,-6,-8,-4,-1.4

# More records.
SMILES,TcdB inh,Yp Topo-I inh,BoNT-A LC inh2,Anthrax LF inh2,PfHsp40 rescue,PrPC TRFRET,BoNT F protease,CCHFV vOTU inh,FadD28 binding
CCN(CC)c1ccc(S(=O)(=O)N2CCOCC2)cc1NC(=O)c1cc(=O)c2ccccc2o1,-1.3,7,-1.2,2,-0.3,-2,-4,16,1.3
CSCCNC(=O)C1(C)CCN1C(=O)c1ccc(C(C)(C)C)cc1 (stereo not given),0.2,15,-0.2,-2,·,8,2,-6,-4.4
CCN(CC)S(=O)(=O)c1ccc2c(c1)N(CC(=O)N1CCCC1)C(=O)CO2,1.9,1,2.1,3,-1.4,6,-4,6,0.6
COc1ccc(OC)c(CNC(=O)CCC(=O)N2Cc3cccc(OC)c3Oc3ncccc32)c1,0.5,10,0.5,-2,-0.9,-2,-1,4,-0.2
CCCCCCSC1=C(C#N)C(c2ccc(O)cc2)CC(=O)N1 (stereo not given),·,-1,0.6,-2,0.2,11,14,1,-0.7
CCOC(=O)N1CCN(c2c(NCCCN3CCCC(C)C3)c(=O)c2=O)CC1 (stereo not given),-0.4,-9,-0.5,-5,-1.6,2,-12,1,-0.3
CC(=NCCc1ccccc1)c1c(O)n(C)c(=O)n(C)c1=O,2.1,-3,-6.0,4,-0.4,9,?,2,-0.6
Cc1ccc(C(=O)NCc2ccccc2)c(F)c1F,0.9,-11,-0.2,-1,0.8,1,-1,10,-2.9
O=C(CN1CCN(Cc2ccccc2)CC1)Nc1nnc(C(F)(F)F)s1,0.9,-14,?,-12,-1.7,4,?,-12,1.1

# Not a retest: 5 of the compounds above.
SMILES,TcdB inh,Yp Topo-I inh,BoNT-A LC inh2,Anthrax LF inh2,PfHsp40 rescue,PrPC TRFRET,BoNT F protease,CCHFV vOTU inh,FadD28 binding
CCCCCCSC1=C(C#N)C(c2ccc(O)cc2)CC(=O)N1 (stereo not given),·,-1,0.6,-2,0.2,11,14,1,-0.7
CCOC(=O)N1CCN(c2c(NCCCN3CCCC(C)C3)c(=O)c2=O)CC1 (stereo not given),-0.4,-9,-0.5,-5,-1.6,2,-12,1,-0.3
CC(=NCCc1ccccc1)c1c(O)n(C)c(=O)n(C)c1=O,2.1,-3,-6.0,4,-0.4,9,?,2,-0.6
Cc1ccc(C(=O)NCc2ccccc2)c(F)c1F,0.9,-11,-0.2,-1,0.8,1,-1,10,-2.9
O=C(CN1CCN(Cc2ccccc2)CC1)Nc1nnc(C(F)(F)F)s1,0.9,-14,?,-12,-1.7,4,?,-12,1.1
